Bioassay records as filed in PubChem BioAssay.
SIAE primary: blocks human sialic acid acetylesterase; Q9HAT2; SIAE FP-Rh probe binding, fluorescence polarization; inhibition, % at 9.66 µM; actives 0.69% (n = 370,000); AID 1053197;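 active = inhibition above a cutoff: mean of compounds within the control limits plus 3 SD of those, cut at about 17% in these data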;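 note: 0% = plate median of compound wells and 100% = probe without SIAE protein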
ADAM17 inh: ADAM17 inhibition, QFRET primary screen; recombinant ADAM17, EDANS/DABCYL FRET peptide cleavage; AID 720648; actives 0.83% (n = 370,000); inhibition, % at 6.95 µM; P78536;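 active = inhibition above the mean of compounds lying between control limits plus 3 SD, set per campaign, cut at about 8.5% in these data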;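 note: 0% = DMSO-only wells as the low control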
Target sequence (P78536 215-824 limits assumed): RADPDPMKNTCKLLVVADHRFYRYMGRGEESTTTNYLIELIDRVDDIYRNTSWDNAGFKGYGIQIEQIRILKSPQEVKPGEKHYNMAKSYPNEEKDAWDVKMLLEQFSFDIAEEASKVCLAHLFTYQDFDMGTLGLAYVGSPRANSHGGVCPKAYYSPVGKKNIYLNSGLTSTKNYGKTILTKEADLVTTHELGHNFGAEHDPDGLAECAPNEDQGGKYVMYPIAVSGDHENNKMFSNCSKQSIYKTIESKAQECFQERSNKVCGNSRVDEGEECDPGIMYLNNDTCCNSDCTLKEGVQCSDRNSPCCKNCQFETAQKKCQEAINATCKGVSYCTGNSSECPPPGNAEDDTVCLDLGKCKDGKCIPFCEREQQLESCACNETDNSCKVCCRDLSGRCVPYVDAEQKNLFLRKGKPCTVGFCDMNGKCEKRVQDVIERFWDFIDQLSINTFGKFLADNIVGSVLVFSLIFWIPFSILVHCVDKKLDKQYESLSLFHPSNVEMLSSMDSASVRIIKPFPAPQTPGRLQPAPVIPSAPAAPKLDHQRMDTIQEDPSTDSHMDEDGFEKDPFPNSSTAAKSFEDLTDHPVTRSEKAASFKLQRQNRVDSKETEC
ADAM10 inh: inhibits human ADAM10; O14672; recombinant ADAM10, EDANS/DABCYL FRET peptide cleavage, 3 h; inhibition, % at 7 µM; actives 0.62% (n = 370,000); AID 720582;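 active = inhibition above a per-campaign cutoff equal to the mean of compounds falling between control-based bounds plus 3 SD, cut at about 20% in these data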;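 note: 0% = DMSO wells while the 100% control is not disclosed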
PLC-beta3 inh: inhibitors of human phospholipase C beta3; Q01970; Purified PLC-beta3, fluorogenic substrate, fluorescence; inhibition, % at 12.2 µM; actives 0.18% (n = 370,000); in the data active = inhibition above about 11%;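 note: 0% = median of compound wells on plate and 100% = full blocker control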
PLC-gamma1 inh: PLC-gamma1 (human) inhibition, primary screen; actives 0.84% (n = 370,000); P19174; purified PLC-gamma1, fluorogenic substrate, fluorescence; AID 720700; inhibition, % at 12.2 µM; in the data active = inhibition above about 9.5%
ARFGAP1 inh: inhibits rat ARF GTPase activating protein 1; Q62848; Arfgap1-stimulated ARF1 GTP hydrolysis, GDP FP detection; inhibition, % at 16.5 µM; actives 0.26% (n = 360,000); AID 651572;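 active = inhibition above a per-plate limit, mean inhibition of low control wells plus 3 SD, cut at about 25% in these data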;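 note: 0% = DMSO wells with enzyme and 100% = wells lacking Arfgap1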
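System: truncated rat Arfgap1 GAP domain / Benchmarks: high control wells lacking Arfgap1, low control full reaction with DMSO / Times: compound-enzyme preincubation 20 min, reaction 120 min, detection 60 min, 25 °C / Repeats: one replicate per compound / Also added: human ARF1(Δ1-17)-GTP substrate / Measured by: Tracer-displacement fluorescence polarization with EDTA stop, 620/688 nm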
TDP2 absorb: TDP2 (human) inhibition, absorbance primary screen; O95551; recombinant TDP2, T5PNP hydrolysis, p-nitrophenol absorbance 415 nm; inhibition, % at 12.8 µM; actives 0.34% (n = 370,000);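 active = inhibition above the mean of all tested compounds plus 3 SD, set per campaign, cut at about 25% in these data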;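 note: 0% = DMSO with enzyme and 100% = buffer with substrate but no TDP2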
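System – recombinant human TDP2 · Amount – 120 nM TDP2 per well · Buffer or medium – Mg2+-containing Tris-HCl buffer, pH 7.5 · Reagent – T5PNP substrate, 5 mM · Dosing – 12.8 µM single point, 1% DMSO · Incubation – 2 h at 37 °C · Measured by – epi absorbance · Read-out basis – percent inhibition · Benchmarks – high control without enzyme, low control DMSO plus TDP2 · Repeats – singlicate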
DDE Tn6 FP inh: inhibitors of Tn6 peptide binding to human fibrin DD(E) | Fibrin DD(E) TRITC-Tn6 fluorescence polarization displacement | actives 0.21% (n = 370,000) | inhibition, % at 8.3 µM | P02675;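 active = inhibition above a per-campaign cutoff: mean of compounds within control limits plus 3 SD, cut at about 15% in these data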;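 note: 0% = median of all compound wells on the plate and 100% = blocking peptide control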
ASAP1 inh: blocks human ASAP1-stimulated Arf1 GTP hydrolysis | Q9ULH1 | AID 624377 | inhibition, % at 16.5 µM | actives 0.19% (n = 360,000) | GDP FP detection; in the data active = inhibition above about 25%;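 note: 0% = vehicle with enzyme and substrate and 100% = no enzyme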
Target sequence (Q9ULH1 325-724 limits assumed): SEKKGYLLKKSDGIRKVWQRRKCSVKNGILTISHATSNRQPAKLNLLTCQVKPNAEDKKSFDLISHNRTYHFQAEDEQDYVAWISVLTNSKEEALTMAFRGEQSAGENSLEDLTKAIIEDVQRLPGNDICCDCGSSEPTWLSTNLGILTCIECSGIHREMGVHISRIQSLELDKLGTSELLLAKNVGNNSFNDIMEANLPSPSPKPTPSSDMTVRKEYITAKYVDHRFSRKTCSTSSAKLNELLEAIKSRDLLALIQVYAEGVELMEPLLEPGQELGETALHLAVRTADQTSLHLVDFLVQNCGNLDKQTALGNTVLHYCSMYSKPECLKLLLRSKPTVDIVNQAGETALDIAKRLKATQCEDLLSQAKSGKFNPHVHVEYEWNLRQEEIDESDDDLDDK
DDE Tn7 FP inh: inhibitors of Tn7 peptide binding to human fibrin DD(E) | FP displacement of FITC-Tn7 peptide from fibrin DD(E); 0% = median of compound wells per plate | P02675 | actives 0.13% (n = 370,000) | inhibition, % at 8.3 µM;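 active = inhibition above the mean of compounds falling within the control limits plus 3 SD of them, cut at about 14% in these data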;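 note: 0% = plate median of compound wells and 100% = 10 µM Aha-Tn7 peptide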
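Assay system: Human fibrin DD(E) protein | Medium: Tris buffer with calcium and detergent, pH 7.8 | Reagent: 0.1 µM fluorescent Tn7 | Compound dosing: Single point at 8.3 µM | Times: 10 min preincubation, 3 h with tracer, room temperature | Detection: Fluorescence polarization of the labelled Tn7 tracer | Controls: Aha-Tn7 high control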
Active calls of the source: *; i = inactive; nt = not tested or not shown.

SMILES	SIAE primary	ADAM17 inh	ADAM10 inh	PLC-beta3 inh	PLC-gamma1 inh	ARFGAP1 inh	TDP2 absorb	DDE Tn6 FP inh	ASAP1 inh	DDE Tn7 FP inh
CC(C)(C)c1ccc(C(=O)NNC(=O)C(=O)N2CCCCC2)cc1	-2	-1	3	3	1	-15	-1	6	6	-3
CC1(C)CC(=O)C2=C(C1)OC(N)=C(C#N)C21CCN(C(=O)OCc2ccccc2)CC1	-4	-3	-10	-5	1	0	-11	-9	1	-2
Cc1ccc(NC(=O)C2CCN(S(=O)(=O)c3c(C)noc3/C=C/c3ccco3)CC2)nc1	-4	8	17	-4	0	-3	-14	2	7	-2
CC[C@@H](C)[C@H](CN[C@H](CNC)[C@@H](C)O)NCCc1ccc(OC)cc1	-3	-1	1	3	-2	3	-5	9	-2	10
COc1ccc(NC(=O)COC(=O)c2ccc(N3CCCC3=O)cc2)cc1	-12	-3	-8	-6	6	-11	-18	-3	4	-2
O=C(CNC(=O)c1cccc(F)c1)OCCOc1cccc(Cl)c1	1	-2	-5	-10	2	-5	6	4	6	2
COc1ccc(CNC(=O)CN(Cc2ccc(OC)cc2)C(=O)c2csnn2)cc1	3	-1	0	3	2	-5	2	4	-5	1
N#CC(C#N)=C1c2cc(S(=O)(=O)NCCO)ccc2-c2ccc(S(=O)(=O)NCCO)cc21	3	-3	0	-5	-4	0	9	-2	0	-8
CCCc1cc(=O)oc2c(C)c(OCC(=O)NCCN3CCOCC3)ccc12	4	-41	-146	-32	-12	0	-18	0	-2	1
CCc1c(C)nc2[nH]nc(-c3ccccc3C)n2c1=O	-5	-3	1	0	-5	-4	2	7	-2	3
COC(=O)c1ccsc1NC(=O)CS(=O)(=O)c1ccccc1	-1	1	0	-6	-2	-3	4	4	-4	-1
COc1cc(=O)[nH]c(=O)n1C(=O)Cc1ccccc1	4	0	-7	-7	-10	2	-5	-1	-17	9
Cc1cc(NC(=O)c2ccc(Cl)cc2)n(CCC#N)n1	-4	-5	1	-10	-3	-5	5	9	-6	1
C=CCn1c(COc2ccccc2)nnc1SCC(=O)O	-5	-3	1	-1	0	-6	3	-5	7	-1
CNC(=O)c1cc2c(=O)n3cccc(C)c3nc2n(C(C)C)c1=N	2	i	i	i	i	6	1	-10	-5	-1

Single records, from the list above.
Entry for `Cc1cc(NC(=O)c2ccc(Cl)cc2)n(CCC#N)n1` → SIAE primary = -4; ADAM17 inh = -5; ADAM10 inh = 1; PLC-beta3 inh = -10; PLC-gamma1 inh = -3; ARFGAP1 inh = -5; TDP2 absorb = 5; DDE Tn6 FP inh = 9; ASAP1 inh = -6; DDE Tn7 FP inh = 1
Entry for `COC(=O)c1ccsc1NC(=O)CS(=O)(=O)c1ccccc1` → SIAE primary = -1; ADAM17 inh = 1; ADAM10 inh = 0; PLC-beta3 inh = -6; PLC-gamma1 inh = -2; ARFGAP1 inh = -3; TDP2 absorb = 4; DDE Tn6 FP inh = 4; ASAP1 inh = -4; DDE Tn7 FP inh = -1

Following part.
SMILES	SIAE primary	ADAM17 inh	ADAM10 inh	PLC-beta3 inh	PLC-gamma1 inh	ARFGAP1 inh	TDP2 absorb	DDE Tn6 FP inh	ASAP1 inh	DDE Tn7 FP inh
CC(=O)Nc1ccc(NC(=O)CSc2nnc(-c3ccco3)o2)cc1	-3	3	11	0	3	4	-12	-9	-10	-2
COc1ccc(Cc2nc3ccc(C(=O)N4CCC(N(C)C)C4)cc3o2)cc1 (stereo not drawn)	19*	1	-5	-7	-2	-17	18	2	7	1
Cn1cc(CN(CCCN2CCOCC2)C(=S)Nc2cccc(Cl)c2)c2ccccc21	-5	0	-4	4	2	-6	-9	-1	4	-10
CCN(CC(=O)Nc1c(F)cccc1F)C(=O)CCc1ccc(OC)cc1	0	-5	-8	2	-2	2	-2	6	13	-4
CCOC(=O)c1c(S(=O)(=O)N2CCc3ccccc32)c(C)n(C)c1C	4	1	3	-7	1	9	-10	-3	-8	-2
COC(=O)[C@@]12C[C@@H](CC(=O)NCc3cccc(C(F)(F)F)c3)C(=O)N(Cc3cccc4ccccc34)C1=CCC(C)(C)C2	-3	4	8	5	4	11	-2	8	4	-3
C[C@@H]1[C@H](c2ccccc2)OC(O)([C@H](Cc2ccccc2)NC(=O)OC(C)(C)C)CN1C (stereo partly drawn)	-2	-3	-1	0	-1	nt	3	-2	nt	3
COc1cccc(C(=O)Nc2nc(C)cs2)c1	-7	-2	-9	2	-1	1	-5	-1	1	5
C#CCOCCOCCOCCNc1nc(N2CCOCC2)nc(N2CCN(C(=O)[C@H](C)n3cc(CCC(=O)O)nn3)CC2)n1	3	-4	0	1	0	-3	11	3	0	-1
COc1ccc(F)cc1C(=O)C1CCCN(Cc2c(C)n(C)n(-c3ccccc3)c2=O)C1 (stereo not drawn)	8	-14	-44	-18	-17	-10	-5	4	-3	-5
CCOC(=O)Cn1c(=N)n(CCOc2ccc(F)cc2)c2ccccc21	0	-1	5	-5	4	2	-9	2	-12	-6
CC[N+](CC)=N/N=C1\C=CC[N+]([O-])=C1	0	-3	-7	5	1	11	10	13	16	0
Cc1ccc(N2CC(C(=O)NC3CCCCCC3)CC2=O)cc1 (stereo not drawn)	-1	-5	-9	-2	-4	7	2	-3	0	4
O=C(Nc1cccc([N+](=O)[O-])c1)N1CCN(c2ccccc2)CC1	3	-2	-5	-6	3	2	-6	-5	7	3
COCCNC(=O)C1c2cc(OC)c(OC)cc2C(=O)N(C)C1c1cccnc1 (stereo not drawn)	1	-5	-6	1	3	9	4	2	8	0
O=C(O)CC(NC(=O)c1ccc2c(c1)OCO2)c1cccc([N+](=O)[O-])c1 (stereo not drawn)	-4	-4	-10	1	2	-2	-2	7	-13	-1
Cc1cc(=O)oc2c3c(cc(OCC(=O)Nc4ccc(CCO)cc4)c12)OC(C)(C)CC3	-14	i	i	i	i	-3	6	10	-10	4
C/C(=N\NC(=O)c1cccs1)c1c(O)cc(C)oc1=O	2	2	-1	-6	0	9	5	-3	-4	-1
O=C(c1ccc(CN2CCOCC2)cc1)N1CCN(c2cccc(Cl)c2)CC1	2	1	6	1	4	8	5	1	-10	-5
Cc1cc(Cl)ccc1NC(=S)N1CCOCC1	7	0	-3	2	0	3	7	15	-6	4
O=C(Nc1cc(C(F)(F)F)ccc1N1CCOCC1)c1cccc(S(=O)(=O)N2CCOCC2)c1	-2	1	-5	0	3	12	1	-1	7	3
COc1ccccc1C(=O)Nc1ccc(NC(=O)c2ccco2)c(C)c1	3	5	7	0	4	2	-9	-2	4	-5
CCOC(=O)CNC(=O)CSc1nnc(-c2ccc(OC)cc2)n1CC	4	-1	0	3	2	9	-11	1	10	-7
Fc1cccc(-c2csc(-c3ccno3)n2)c1	-2	-4	-1	-7	-1	13	-6	-2	-11	9
CS(=O)(=O)N(CC(=O)NCCC1=CCCCC1)c1cccc([N+](=O)[O-])c1	-3	0	-1	4	0	-1	-2	0	4	-1
COCc1c(C(=O)N/N=C\c2ccccn2)nnn1-c1nonc1N	14	-2	-2	-5	1	13	-5	-4	-5	3
CNc1nc(-c2ccccc2)[n+](-c2ccc(C)cc2)s1	6	-2	3	-1	0	-6	5	-2	-10	-4
Cc1cc(C)c2c(=O)cc(C(=O)NCc3ccccc3)oc2c1	3	0	-1	1	4	11	6	-2	9	-10
Cc1cccc(S(=O)(=O)NC(Cc2c[nH]c3ccccc23)C(=O)O)c1 (stereo not drawn)	4	-1	-3	-5	-3	2	0	-2	-5	-3
CC1CCN(C(=O)C2COc3ccccc3O2)CC1 (stereo not drawn)	5	1	-13	-6	-2	2	3	5	8	2
CC(=O)O/N=C(\N)c1ccc(-c2csnn2)cc1	2	1	7	-5	3	2	-7	4	-4	-5
CS(=O)(=O)N1CCC(Oc2cccc(C(=O)NCCCOc3cccnc3)c2)CC1	-4	5	3	2	4	14	-18	2	-6	0
Cc1ccc(CNc2ccc(N3CCOCC3)c(Cl)c2)cc1	8	2	8	-6	-1	3	-1	1	5	-8
NNC(=O)Cn1cnc2ccccc21	2	-4	-9	-8	-2	-1	10	-4	8	-4
Cn1c(=O)c2c(nc(CN3CCN(c4ccccc4F)CC3)n2CCN2CCOCC2)n(C)c1=O	-7	-1	0	3	2	-4	-6	-4	-5	-9
CCn1c(CNC(=O)COc2ccc(C(C)C)cc2)nnc1SCC(=O)Nc1ccccc1F	-1	-1	0	4	2	-6	0	7	9	3
CCOC(=O)[C@@H]1[C@H]2COc3cc(OC)ccc3[C@@H]2N2C(=O)N(c3cccc(C)c3)C(=O)[C@]12C	2	-3	11	2	0	6	11	4	-14	10
CC(C)(C)S(=O)(=O)c1cnc(N2CCCC2)nc1N	7	-3	0	-5	2	0	8	5	7	-3
CCc1sc(C(=O)Nc2ccc3c(c2)OCCO3)cc1Br	0	7	5	-7	-3	-5	-15	1	10	0
CN(C)c1ccc(Nc2nc(-c3cccnc3)cs2)cc1	11	-1	2	-32	-31	-4	-1	2	-4	2
CNS(=O)(=O)c1ccc(NS(=O)(=O)c2ccccc2F)cc1	-3	-2	3	-2	1	13	4	-6	6	-4
Cc1ccc(S(=O)(=O)CC(=O)N(CCCN(C)C)c2nc3ccc(C)cc3s2)cc1	-7	5	-4	-1	8	-11	-21	2	-6	-1
N#CCCN(C(=O)Nc1ccc(Cl)c(Cl)c1)C1CCCCC1	-1	1	-19	0	-1	1	0	-2	5	-1
Cc1cc(Cl)c(S(=O)(=O)N(C)C)cc1OCC(N)=O	1	1	7	1	0	6	-8	-1	-5	3
CN(C)S(=O)(=O)c1ccc(N2CCCC2)c(C(=O)Nc2ccc(C(N)=O)cc2)c1	2	0	-5	-9	-7	2	-4	6	2	6
CCCNc1ccc(C(=O)OCC)cc1[N+](=O)[O-]	4	-2	-3	-3	-1	-3	-13	10	-7	3
COCc1nnc(NS(=O)(=O)c2ccc(OC)cc2)s1	-1	-4	-11	-9	-1	11	-1	0	-2	1
CC(C)c1cc(C(=O)O)on1	2	-5	0	2	-2	-1	7	7	6	3
COC(=O)CN(c1cccc(OC)c1)S(C)(=O)=O	-4	-3	-3	6	-2	-10	0	-3	14	-2
NC(=O)CC(NC(=O)c1cccc(Br)c1)c1ccc(N2CCN(c3ccccn3)CC2)c([N+](=O)[O-])c1 (stereo not drawn)	6	4	10	4	0	3	-7	-5	5	-2
Cn1c(=O)c2c(ncn2CC(=O)N/N=C/c2ccco2)n(C)c1=O	10	-5	-11	-5	-4	7	1	4	-6	4
CCN(CC)c1ccc(/C=N/Nc2nc(C)cc(C)n2)c(O)c1	3	2	1	-45	-32	-1	-14	3	-6	-10
Cc1cccc(N2C(=O)N3[C@H](c4ccc(Br)cc4)[C@@H]4C(=O)N(C(C)(C)C)C(=O)[C@@H]4[C@]3(Cc3ccc(Cl)cc3)C2=O)c1	-16	-2	1	-2	-1	5	6	2	4	2
